# High-throughput results from PubChem.
# TDP1 block = TDP1 (human) enzyme inhibition; AID 485290; recombinant TDP1, AlphaScreen DNA substrate cleavage; Potency, µM (doses to about 130 µM), for inactives: at the top dose activity change, negative = inhibition, hits mostly inhibitors; 0.28% of 350,000 active; Q9NUW8; also: nearly all actives have a fitted effect of over 40% in size
# Target sequence (Q9NUW8 whole entry, looked up): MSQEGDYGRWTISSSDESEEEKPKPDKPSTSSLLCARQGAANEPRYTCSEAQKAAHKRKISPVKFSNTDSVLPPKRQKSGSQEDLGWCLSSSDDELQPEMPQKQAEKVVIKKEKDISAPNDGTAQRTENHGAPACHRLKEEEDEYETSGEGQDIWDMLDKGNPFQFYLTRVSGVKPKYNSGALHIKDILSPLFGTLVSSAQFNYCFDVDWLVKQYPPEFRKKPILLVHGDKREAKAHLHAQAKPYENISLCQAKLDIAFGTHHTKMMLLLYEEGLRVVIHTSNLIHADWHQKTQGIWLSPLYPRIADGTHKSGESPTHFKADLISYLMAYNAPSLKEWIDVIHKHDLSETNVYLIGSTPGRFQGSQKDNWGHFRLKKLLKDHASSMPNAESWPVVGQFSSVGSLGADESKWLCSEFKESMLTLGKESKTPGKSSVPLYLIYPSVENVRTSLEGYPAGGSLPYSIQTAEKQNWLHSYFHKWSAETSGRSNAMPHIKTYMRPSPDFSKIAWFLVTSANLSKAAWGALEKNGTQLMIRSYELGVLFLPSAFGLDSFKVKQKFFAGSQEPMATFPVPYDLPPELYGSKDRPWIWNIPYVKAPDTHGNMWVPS
#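 Enzyme-compound mixtures sat 15 min at room temperature, followed by a 5 min reaction with 15 nM final substrate and 10 min with AlphaScreen beads. Recombinant human Tdp1 was used at 1 nM final.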
# N370S GC = inhibitors or activators of N370S glucocerebrosidase for Gaucher disease. P04062. N370S GC spleen homogenate, 4MU-glucoside fluorescence. Potency, µM (titrated, usually from 59.4 µM), without a hit: top-dose activity change, negative = inhibition, most hits filed as inhibitors. 0.092% of 330,000 active;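 also: 0% = full enzyme activity and -100% = no enzyme basal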
# FEN1 inhibitor = inhibitors of human flap endonuclease 1 | Recombinant FEN1 flap cleavage, fluorescence, 15 min | Potency, µM (top dose mostly 114 µM), for inactives: top-dose activity change, negative = inhibition, hits mostly inhibitors | 0.35% of 390,000 active | AID 588795; also: nearly all actives have a fitted effect of over 65% in size
# Target sequence (P39748 whole entry, looked up): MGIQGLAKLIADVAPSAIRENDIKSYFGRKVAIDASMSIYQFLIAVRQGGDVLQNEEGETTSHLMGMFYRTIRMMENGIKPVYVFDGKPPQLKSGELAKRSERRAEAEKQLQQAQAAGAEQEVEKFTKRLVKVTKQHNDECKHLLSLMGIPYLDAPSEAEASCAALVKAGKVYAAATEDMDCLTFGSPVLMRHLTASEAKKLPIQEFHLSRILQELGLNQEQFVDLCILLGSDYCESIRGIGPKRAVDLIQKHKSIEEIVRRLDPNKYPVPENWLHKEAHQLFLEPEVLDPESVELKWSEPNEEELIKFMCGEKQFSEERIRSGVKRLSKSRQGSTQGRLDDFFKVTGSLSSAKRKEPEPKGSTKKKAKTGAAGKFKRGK
#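 Quantitative HTS format: each compound was titrated, incubated with 10 nM nuclease for 15 min at room temperature, then challenged with flap substrate at 50 nM final. Signal change over 15 min gave concentration–effect curves.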
# * hit, by the source's call; u = inconclusive; x = no result given; & = joins results of further samples; [ ] = dose if it differs, or a comment. Calls follow the shape of the dose curve; as a rule, active = well fitted curve in the direction sought with a large enough effect; inconclusive = small, poorly fitted or top-dose-only effect, or another doubt; inactive = no such curve, though single readings can be large; an effect the other way counts as inactive or inconclusive. Unless noted, % is scaled to controls: 0 for no effect and ±100 for the full control effect; potency is read from the fitted curve at half-maximal effect.
SMILES,TDP1 block,N370S GC,FEN1 inhibitor
CC(C)Oc1cc(NC(=O)CS(=O)CC(=O)N(C)C)c(Cl)cc1Cl (configuration not stated),0%,22%,1%
Cc1ccc(SCC(=O)c2c(C)nc3cc(C)ccn23)cc1,-3%,22%,-19%
O=S(=O)(Cc1ncc(C(F)(F)F)cc1Cl)c1ccccc1,0%,3%,0%
Cc1cccn2c(=O)c3cc(C(=O)NC4CCCC4)c(=N)n(CC4CCCO4)c3nc12 (configuration not stated),4%,u,-2%
CCN(CC)c1ccc(NC(=O)c2c(C)nn(-c3ccc(F)cc3)c2-n2cccc2)c(C)c1,8%,x,-26%
Cc1cc(=O)c2ccc3ccccc3c2[nH]1,2%,3%,4%
O=C1CCCc2c1cc(C(=O)Nc1ccc(Cl)cn1)c(=O)n2-c1ccccc1,4%,u,-2%
CCN(CC)S(=O)(=O)c1ccc(C(=O)NC2CC(=O)N(c3ccc4c(c3)OCCO4)C2)cc1 (configuration not stated),3%,x,9%
Cc1ccnc(N/C=C(/NC(=O)c2ccccc2)C(=O)N/N=C\c2ccc(F)cc2)n1,-4%,8%,-6%
COc1ccc(/C(C)=N/NC(=O)c2nnn(-c3nonc3N)c2-c2ccccc2)cc1,-13%,4%,1%
COCc1c(C(=O)Nc2ccc(Cl)cc2F)oc2ccccc12,2%,9%,11%
COC(=O)C(Cc1ccc(O)cc1)NC(=O)CCC(=O)Nc1ccc(S(N)(=O)=O)cc1 (configuration not stated),4%,0%,-3%
CC(=O)Nc1ccc(SCC(=O)Nc2ccc(Cl)cn2)cc1,4%,-8%,1%
O=[N+]([O-])c1ccc(Cl)c(/C=N/Nc2nc(N3CCOCC3)nc(N3CCOCC3)n2)c1,-3%,9%,-17%
C=CCOc1ccc(C2CC(C)=NN2c2ccccc2)cc1 (configuration not stated),2%,3%,9%
Cc1nnc(N2C(=O)C(O)=C(C(=O)c3ccco3)C2c2ccc(F)cc2)s1 (configuration not stated),-5%,-5%,-18%
CN(C)c1ccc(CNC2CC(C)(C)NC(C)(C)C2)cc1,5%,-4%,5%
CS(=O)(=O)N1CCN(C(=O)C(Sc2ccccc2)c2ccccc2)CC1 (configuration not stated),1%,7%,10%
Cc1ccc(CN(Cc2cccn2-c2nnc(N3CCCC3=O)s2)C(=O)Nc2ccc(F)cc2)cc1,4%,x,-5%
CCOc1ccc(CNC(=O)c2ccc(NC(=O)N3CCSc4ncccc43)cc2)cc1,6%,x,6%
Cc1ccc(C)c2[nH]c(=O)c(CN(Cc3ccco3)S(=O)(=O)c3ccc4c(c3)OCCO4)cc12,5%,u,3%
Cc1nc2c3ccccc3nc(SCC(=O)N3CC(C)CC(C)C3)n2n1 (configuration not stated),0%,2%,8%
CCc1cccc(NC(=O)CN2Cc3ccccc3C2=O)c1,4%,x,19%
COc1ccc(CNC(=O)C2CCN(S(=O)(=O)c3ccc4c(c3)NC(=O)C(C)S4)CC2)cc1 (configuration not stated),3%,-22%,9%
COc1cccc(C(=O)Nc2ccccc2OCc2cc(=O)n3ccccc3n2)c1,5%,x,-3%
CCOc1cc(N2CCOCC2)c(OCC)cc1NC(=O)c1cc(S(=O)(=O)N2CCOCC2)ccc1C,1%,x,-3%
FC(F)(F)c1ccccc1-n1ccnc1,9%,-2%&4%&2%&14%&-4%,17%[57.1 µM]
O=C(Nc1nc2ccccc2s1)c1ccc(S(=O)(=O)N2CCCC2)cc1,-4%,x,9%
C[C@H](O)c1[nH]c2cc(F)ccc2c1[C@H](C)O,x,-10%,9%
Cc1nn2c(-c3ccccc3)nnc2c2ccccc12,-4%,u,-5%
CCCNc1c(NC(=O)c2cccs2)c(=O)oc2ccccc12,0%,-5%,20%
CN1CCCN(C(=O)/C=C/c2ccc(F)cc2)CC1,3%,7%,4%
CCOc1ccc(CC(=O)Nc2ccc(NC(=O)c3ccco3)cc2)cc1OCC,-2%,6%,-2%
CCN(c1cccc(C(F)(F)F)c1)S(=O)(=O)c1ccc2c(c1)CCN2C(C)=O,-1%,12%,3%
c1cc2c(c(NCc3ccncc3)c1)CCCC2,9%,-5%,-20%
Oc1ccc(/C=C/c2ccc3ccccc3n2)cc1,-5%,-13%,-31%
O=C(Nc1cccc(F)c1)[C@@H](c1ccccc1)N1Cc2ccccc2C1=O,8%,x,-20%
CCc1ccc(NC(=O)CCNC(=O)Cn2cnc3ccccc3c2=O)cc1,-9%&-2%,-3%,1%&4%
COc1ccc(C2CC(=O)C3=C(C2)Nc2ccccc2N(C(=O)C2CC2)C3c2cccnc2)cc1OC (configuration not stated),9%,-10%,0%
COc1ccc(/C=C/C(=O)Nc2ccccc2Cl)cc1S(=O)(=O)N1CCOCC1,1%,-15%,11%
O=C1C2CCCN2C(=O)N1CCCCN1CCN(c2cccc(C(F)(F)F)c2)CC1 (configuration not stated),x,-13%,18%
COc1ccccc1NC(=O)C(C)NS(=O)(=O)c1ccccc1 (configuration not stated),5%,8%,-8%
O=C1CCCCCN1CP(=O)(O)CN1CCOCC1,2%,-14%,x
Cc1nc(-n2nc(C)c(CCC(C)C)c2C)sc1C(=O)Nc1ccc(Cl)cc1,1%,x,18%
CCC(C)c1ccc(NC(=O)COC(=O)c2nc3nccc(C)n3n2)cc1 (configuration not stated),3%,4%,-1%

# Laid out differently: entries from further up
CN1CCCN(C(=O)/C=C/c2ccc(F)cc2)CC1
  TDP1 block: 3%; N370S GC: 7%; FEN1 inhibitor: 4%
CCOc1ccc(CC(=O)Nc2ccc(NC(=O)c3ccco3)cc2)cc1OCC
  TDP1 block: -2%; N370S GC: 6%; FEN1 inhibitor: -2%
CCN(c1cccc(C(F)(F)F)c1)S(=O)(=O)c1ccc2c(c1)CCN2C(C)=O
  TDP1 block: -1%; N370S GC: 12%; FEN1 inhibitor: 3%

# Following part:
SMILES,TDP1 block,N370S GC,FEN1 inhibitor
CC(C)c1ccccc1NS(C)(=O)=O,7%,10%,x
Cc1c(C(=O)OCCOc2ccccc2)[nH]c2c1C(=O)CCC2,5%,u,8%
Cc1ccc(-c2nnn(CC(=O)N(c3cccc(F)c3)C(C(=O)NC(C)(C)C)c3ccco3)n2)o1 (configuration not stated),6%,-6%,-2%
CCCSc1nc2c(c(=O)[nH]c(=O)n2C)n1Cc1ccc(C)cc1,4%,-3%,0%
Cc1ccc(C23CC4CC(CC(C(=O)N5CCN(C)CC5)(C4)C2)C3)cc1,3%,-30%,-6%
CCC1Oc2ccc(C)cc2N(CC(=O)NC2CCCCC2)C1=O (configuration not stated),7%,-1%,-6%
CC1CCCC(C)N1C(=O)CSc1nc2c(c(=O)n(C)c(=O)n2C)n1C (configuration not stated),8%,3%,9%
CCCS(=O)(=O)NCc1ccc2c(c1)cc(C)n2C,4%,2%,-4%
Cc1ccc(S(=O)(=O)Oc2ccc(/C=C(/NC(=O)c3ccccc3)C(=O)O)cc2)cc1,2%,-17%,2%
Cc1ccc(C(=O)Nc2nccs2)cc1,3%,5%,5%
Cn1nnnc1SCC1=C(C(=O)O)N2C(=O)[C@@H](NC(=O)[C@@H](O)c3ccccc3)[C@@H]2SC1,9%[21 µM],5%[21.6 µM],x
Cc1nc2ccccn2c1C(=O)NC1CCCC1,x,2%,7%
Cc1cc(C)cc(NC(=O)[C@H](NC(=O)[C@@H]2Cc3ccccc3CN2)c2ccccc2)c1,8%,-7%,-3%
OC[C@H]1O[C@H](OC[C@H]2O[C@H](OC[C@H]3O[C@H](O[C@]4(CO)O[C@H](CO)[C@@H](O)[C@@H]4O)[C@H](O)[C@@H](O)[C@@H]3O)[C@H](O)[C@@H](O)[C@H]2O)[C@H](O)[C@@H](O)[C@H]1O,x,-3%,5%
O=C(CN1C(=O)CSC1=O)Nc1ccccc1F,1%,0%,7%

# Among those listed so far, two have a COOH group.
SMILES,TDP1 block,N370S GC,FEN1 inhibitor
Cc1ccc(S(=O)(=O)Oc2ccc(/C=C(/NC(=O)c3ccccc3)C(=O)O)cc2)cc1,2%,-17%,2%
Cn1nnnc1SCC1=C(C(=O)O)N2C(=O)[C@@H](NC(=O)[C@@H](O)c3ccccc3)[C@@H]2SC1,9%[21 µM],5%[21.6 µM],x

# Continuation:
SMILES,TDP1 block,N370S GC,FEN1 inhibitor
CCS(=O)(=O)N1CCc2cc(C(=O)NCc3ccccc3Cl)ccc21,11%,x,-13%
CCOC(=O)[C@@H]1[C@H]2COc3cc(OC)ccc3[C@@H]2N2C(=O)N(c3ccc(C)cc3)C(=O)[C@@]12C,x,2%,2%
Brc1ccc(CN2CCc3nc(N4CCN(c5ncccn5)CC4)ncc3C2)cc1,4%,x,-29%
CCNS(=O)(=O)c1ccc(CCC(N)=O)cc1,-1%,6%,2%
CCN1C(C(=O)c2ccccc2)=C(Nc2ccccc2C)c2ccccc2S1(=O)=O,-3%,4%,-7%
CC(C)c1cc(CN2CCOCC2)cc(C(C)C)c1O,5%,1%,1%
O=C(CCCN1C(=O)/C(=C/c2cccs2)SC1=S)Nc1ccccn1,-5%,-3%,15%
CC(Oc1ccc(F)cc1)C(=O)Nc1ccc(N2CCOCC2)cc1N1CCOCC1 (configuration not stated),x,-6%,-6%
Cc1cccc(NC(=O)CSc2nc3ccccc3o2)c1,4%,19%,-2%
O=C(NCC1CCCO1)c1ccc(Br)s1 (configuration not stated),3%,-7%,21%
COc1cccc([C@@H]2Oc3ccc(Br)cc3C(=O)[C@H]2OC(=O)N[C@H]2CCCc3ccccc32)c1,2%,3%,x
CCc1ccc2c(c1)NC(c1ccc(OC)cc1)=NC(c1ccncc1)=N2,9%,x,-16%
O=C(Cn1ccc(NC(=O)OCc2ccccc2)nc1=O)NCCc1c[nH]c2ccccc12,4%,x,-16%
CCN1CCN(C(=O)c2ccc3c(c2)N(Cc2ccc(C)cc2)CCS3)CC1,6%,-4%,-6%
ClCc1csc(N/N=C/c2cccs2)n1,4%,-5%,x
Cc1ccc(C)c(OC(=O)C2CSC3(C)CCC(=O)N23)c1C (configuration not stated),0%,x,13%
CC1(C)CC1C(=O)Nc1ccc([N+](=O)[O-])cc1Br (configuration not stated),3%,4%,2%
Cc1cnc(C(=O)OCC(=O)Nc2cccc(S(=O)(=O)N3CCCCC3)c2)cn1,2%,2%,-2%
NS(=O)(=O)c1ccc(NC(=S)NNC(=O)c2ccc(Br)o2)cc1,6%,-6%,5%
CN(c1ccccc1)S(=O)(=O)c1cccc(NC(=O)Cc2n[nH]c(=O)c3ccccc23)c1,3%,x,-27%
COc1cc(OC)cc(C(=O)N[C@H](C(=O)OCC(N)=O)C(C)C)c1,-4%,-9%,-3%
CCC(=O)Nc1ccc(C(=O)CSc2nnc(-c3ccccc3F)n2CCc2ccccc2)cc1,5%,-7%,-5%
COCCN(C(=O)CNC(=O)c1ccco1)C(C(=O)NC1CCCC1)c1ccc(OC)c(OC)c1 (configuration not stated),11%,-8%,-1%
COc1ccc(OC)c(N=C(C)C2=C(O)COC2=O)c1,6%,3%,7%
CCCCCNc1nc(-c2ccccc2)nc(-n2ccnc2)n1,5%,9%,1%
Cc1cc(Cl)ccc1OCC(=O)NCC(=O)N/N=C/c1ccco1,3%,7%,9%
O=C(Nc1c(-c2ccccc2)nc2ccccn12)c1cccc(F)c1,x,11%,0%
Cc1nc2sc(C(N)=O)c(N)c2c(C)c1CC(=O)c1ccccc1,10%,-1%,5%
O=C(CCCN1C(=O)c2cccc3cccc(c23)C1=O)N1CCN(Cc2ccc3c(c2)OCO3)CC1,-2%,-17%,-13%
C=CCN1C(=O)N(c2ccc(Cl)cc2)C(=O)C1CC(=O)Nc1ccc(F)cc1 (configuration not stated),-1%,-8%,10%
COc1ccc(/C=C/C(=O)O/N=C(\N)c2ccccn2)cc1OC,1%,x,10%
CCc1ccc(CN(C)C(=O)C2CCC(=O)N(CC3CCCCC3)C2)cc1 (configuration not stated),3%,2%,-1%
Cc1c(CCNC(=O)c2ccc(Br)o2)sc2nc(-c3ccc(F)cc3)nn12,10%,x,1%
Oc1ccc2ccccc2c1CN1CCCC1,8%,-10%,-4%
CN(O)C(=O)Nc1ccc([N+](=O)[O-])cc1,8%,-4%,-9%
COc1cc2c(cc1OC)C(CSc1ccccc1C(=O)O)=NC(C)(C)C2,8%,6%,6%
COc1cccc(CNC(=O)c2c(C)nn(-c3cccc(C)c3)c2-n2cccc2)c1,-5%,x,-15%
CC(=O)c1ccc(S(=O)(=O)N2CCc3ccccc3C2)cc1,x,-6%,1%
COc1ccc(-n2c(SCc3nc(-c4ccc(Cl)cc4)no3)nnc2-c2ccncc2)cc1,7%,x,-2%
Cn1c(SCc2cccc(C#N)c2)nc2ccccc2c1=O,x,8%,-26%
C/C=C1\C2C=C(C)CC1(N)c1ccc(=O)[nH]c1C2 (configuration not stated),4%&4%,-9%&2%,x
COC(=O)C1(C(=O)OC)C/C=C\C/C=C\c2ccccc2[C@@H]1C[N+](=O)[O-],7%&4%,-2%&-4%,x
CSc1ccc(-c2nnn(CC(=O)Nc3sc4c(c3C#N)CCC(C(C)(C)C)C4)n2)cc1 (configuration not stated),1%,x,4%
Cc1cc(C)c(NC(=O)CSc2ccc(-c3ccccn3)nn2)c(C)c1,-2%&0%,1%,-3%&1%
CCN(CC)S(=O)(=O)c1ccc(N=NC2=C(O)CC(C)(C)CC2=O)cc1,3%,-14%,2%

# Hits appear at their usual frequency (roughly 0.57% active in at least one column).
